# High-throughput results: PubChem BioAssay, National Center for Advancing Translational Sciences (NCATS)
# RECQ1 helicase = inhibitors of human RECQ1 DNA helicase | AID 2549 | RECQ1 DNA unwinding, red fluorescence kinetic read | hit rate 0.54% among 240,000 | Potency, µM (doses to about 57.3 µM), inactives show at the top dose activity, negative = inhibition, hits mostly inhibitors | P46063;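 also: plate controls were vehicle for no effect and no enzyme for full effect; nearly all actives have a fitted effect of over 30% in size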
#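 50 nM RECQ1T1 preincubated 15 min with compound in Tris pH 8.0 buffer with MgCl2, DTT, Tween-20 and 2.5 ug/ml poly(dI-dC); started with 200 nM TAMRA/BHQ-2 forked duplex and 2 mM ATP. Unwinding read as fluorescence (525/598 nm), two reads 2 h apart.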
# ALDH1A1 inh = ALDH1A1 (human) enzyme inhibition | Purified ALDH1A1, NADH fluorescence, propionaldehyde substrate | Potency, µM (titrated, usually from 75.3 µM), for the others: at the top dose activity, negative = inhibition, actives largely listed as inhibitors | hit rate 7.3% among 220,000 | AID 1030; active = well fitted inhibition curve with a large enough effect, not every such curve was filed as active; inconclusive = small, poorly fitted or top-dose-only effect, or another doubt; inactive = no such curve, though single readings can be large or run the other way;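 also: plate controls were no enzyme wells and a reference inhibitor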
# Target sequence (P00352 whole entry, looked up): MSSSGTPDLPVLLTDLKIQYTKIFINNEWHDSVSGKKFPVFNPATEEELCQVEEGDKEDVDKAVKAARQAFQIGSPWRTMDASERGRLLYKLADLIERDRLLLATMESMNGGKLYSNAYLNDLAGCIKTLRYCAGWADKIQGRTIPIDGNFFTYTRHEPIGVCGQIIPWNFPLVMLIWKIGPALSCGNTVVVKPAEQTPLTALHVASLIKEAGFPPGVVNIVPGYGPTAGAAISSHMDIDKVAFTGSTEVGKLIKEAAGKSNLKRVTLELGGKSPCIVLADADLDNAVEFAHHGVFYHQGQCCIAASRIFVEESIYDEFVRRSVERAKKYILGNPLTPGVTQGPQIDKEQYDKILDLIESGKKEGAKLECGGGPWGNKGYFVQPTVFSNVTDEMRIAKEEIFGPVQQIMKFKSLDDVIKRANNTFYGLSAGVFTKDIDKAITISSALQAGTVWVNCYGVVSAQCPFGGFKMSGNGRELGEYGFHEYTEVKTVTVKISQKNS
# JMJD2E inh = blocks human JMJD2E demethylase activity; AID 2147; Potency, µM (titrated, usually from 57.1 µM), for the others: top-dose activity change, negative = inhibition, actives largely listed as inhibitors; JMJD2E catalytic domain, FDH-coupled NADH fluorescence (FDH is formaldehyde dehydrogenase); hit rate 1.6% among 230,000; active = well fitted inhibition curve with a large enough effect, not every such curve was filed as active; inconclusive = small, poorly fitted or top-dose-only effect, or another doubt; inactive = no such curve, though single readings can be large or run the other way;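 also: 0% = wells with enzyme and -100% = buffer wells without enzyme; nearly all actives have a fitted effect of over 50% in size; many of its hits are not listed in these tables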
# Target sequence (B2RXH2 1-337 limits assumed): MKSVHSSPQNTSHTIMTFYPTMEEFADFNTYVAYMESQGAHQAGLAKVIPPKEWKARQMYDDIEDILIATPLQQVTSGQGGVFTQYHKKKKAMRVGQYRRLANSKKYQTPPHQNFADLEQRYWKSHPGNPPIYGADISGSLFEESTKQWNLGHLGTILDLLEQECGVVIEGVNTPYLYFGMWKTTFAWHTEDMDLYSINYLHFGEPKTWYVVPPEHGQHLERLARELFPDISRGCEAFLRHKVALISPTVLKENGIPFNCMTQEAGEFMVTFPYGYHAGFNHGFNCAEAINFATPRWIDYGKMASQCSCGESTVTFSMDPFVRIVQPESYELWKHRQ
# Tau ThT inhib = blocks human tau fibril formation measured by thioflavin T; recombinant tau K18 P301L, heparin-induced fibrillization, ThT fluorescence; Potency, µM (highest dose often 57.4 µM), for inactives: top-dose activity, negative = inhibition, most hits filed as inhibitors; hit rate 2.1% among 270,000; AID 1460; also: % is scaled to controls: 0 for no effect and ±100 for the full control effect; nearly all actives have a fitted effect of over 55% in size
# Target sequence (P10636 561-689 P618L limits assumed): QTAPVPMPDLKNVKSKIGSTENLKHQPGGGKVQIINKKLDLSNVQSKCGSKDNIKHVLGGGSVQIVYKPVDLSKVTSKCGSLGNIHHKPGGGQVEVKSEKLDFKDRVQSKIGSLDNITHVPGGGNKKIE
#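 Using a mix of unlabeled (15 uM) and Alexa 594-labeled (0.24 uM) tau K18 P301L, heparin-triggered fibrillization over 6 hr at 37 C was scored by ThT fluorescence.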
# LMNA splice mod = LMNA splicing modulation; AID 1487; Potency, µM (top dose mostly 46.1 µM), for the others: top-dose ratio change, negative = inhibition, hits mostly inhibitors; hit rate 0.01% among 200,000; HeLa LMNA splicing GFP/RFP minigene ratio, 48 h; active = well fitted inhibition curve with a large enough effect in the signal ratio, with a control signal flat, not every such curve was filed as active; inconclusive = small, poorly fitted or top-dose-only effect, or effect the other way, or a change in a side signal; the % refers to the signal ratio; also: % is scaled to controls: 0 for no effect and ±100 for the full control effect
#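 S3 HeLa cells stably expressing lamin A-EGFP splicing minigene plus DsRed2, 600 cells/well, 48 h compound exposure at 37C. Laser-scanning cytometry; analysed as GFP (500-530 nm)/RFP (575-640 nm) total intensity ratio; 0.5% DMSO vehicle.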
# KinaseGlo FLuc = blocks Kinase-Glo luciferase, a counter-screen artifact; Q27757; hit rate 0.28% among 200,000; Kinase-Glo luciferase, ATP luminescence, 8 min; Potency, µM (highest dose often 38.3 µM), inactives show at the highest dose activity change, negative = inhibition, most hits filed as inhibitors; also: % is scaled to controls: 0 for no effect and ±100 for the full control effect; nearly all actives have a fitted effect of over 60% in size
#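 Recombinant Kinase-Glo luciferase, 10 uM ATP (linear range), luciferin; imidazole pH 7.2 / KCl / MgCl2 / Tween / BSA buffer; 8 min RT; luminescence.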
# SMN2 splice enh = increases expression of the SMN2 splice variant. hit rate 2.8% among 210,000. HEK293 SMN2-luciferase splicing reporter, luminescence, 30-36 h. Potency, µM (top dose mostly 46.1 µM), without a hit: at the highest dose activity change, positive = activation, usual class: activators; also: % of control where 0% means no effect; nearly all actives have a fitted effect of over 55% in size
#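 HEK293 cells carry an SMN2 […]–luciferase reporter in which exon 7 inclusion puts luciferase in frame. Cells were plated 10-12 h before compound addition, then incubated 30-36 h at 37C. ONE-Glo luminescence was read; sodium butyrate at 4.5 mM final served as control.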
# L3MBTL1 block = inhibitors of human L3MBTL1; Q9Y468; AlphaScreen L3MBTL1–H3K9me1 peptide binding; Potency, µM (top dose mostly 57.1 µM), inactives show at the highest dose activity, negative = inhibition, usual class: inhibitors; hit rate 0.66% among 230,000; also: % is scaled to controls: 0 for no effect and ±100 for the full control effect; nearly all actives have a fitted effect of over 60% in size
#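 AlphaScreen assay: L3MBTL1 (50 nM final) was preincubated 30 min at room temperature with biotinylated H3(1-15)K9me1 peptide (75 nM final), then 30 min with library compounds; streptavidin donor and nickel chelate acceptor beads (10 ug/mL final) added, 30 min dark.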
# The depositor's hits bear a star; i = inactive; ? = inconclusive; . = not tested or not shown; [ ] = dose if it differs, or a comment. Unless noted, calls follow the shape of the dose curve; as a rule, active = well fitted curve in the direction sought with a large enough effect; inconclusive = small, poorly fitted or top-dose-only effect, or another doubt; inactive = no such curve, though single readings can be large; an effect the other way counts as inactive or inconclusive. Potency is read from the fitted curve at half-maximal effect. This is a subset; count on the stated rates, not on these rows.
# Every second line gives: RECQ1 helicase	ALDH1A1 inh	JMJD2E inh	Tau ThT inhib	LMNA splice mod	KinaseGlo FLuc	SMN2 splice enh	L3MBTL1 block
- CC1CCC(N2CCN(c3ncccn3)CC2)C1 (stereo not given)
  -1.3%	2.2%	-6.0%	-4.1%	9.2%	-1.3%	-15.6%	.
- COc1ccc(-c2oc3ccc(C)cc3c(=O)c2O)cc1OC
  -15.8%	?	?	?	.	1.8%	.	.
- O=C(C[n+]1ccc2ccccc2c1)c1cccc2ccccc12
  5.0%	?	-20.8%	-7.5%	.	5.5%	-36.0%[inhibitor]	.
- COc1ccccc1N1CCN(C2CCN(S(=O)(=O)c3ccc(C)cc3)CC2)CC1
  i	.	-6.9%	-11.7%	.	.	.	1.2%
- O=C(NCC1CCCO1)c1cc(C(=O)C2CCCCC2)c[nH]1 (stereo not given)
  -1.1%	-1.3%	1.4%	2.8%	?	1.2%	-4.9%	18.3%
- COc1ccc(CC2(CO)CCN(C(C)Cc3ccc(Cl)cc3)CC2)cc1 (stereo not given)
  -2.7%	7.2%	-2.9%	-3.4%	.	.	.	-10.1%
- Cc1ccccc1Nc1nnc(SCC(=O)Nc2ccccc2[N+](=O)[O-])s1
  -3.5%	13.6%	-2.0%	2.9%	?	0.4%	-2.8%	-21.4%
- COc1ccc(NC(=O)CSc2nnc(C3CCCCC3)n2-c2ccccc2)cc1
  -5.0%	-16.1%	-4.7%	-19.4%	-6.5%	-8.8%	15.6%	-9.8%
- Fc1cccc(NCc2cn3ccccc3n2)c1
  -5.0%	?	-1.5%	-1.0%	11.5%	?	2.51µM*	-0.5%
- COC(=O)c1ccccc1NC(=S)NC(C)=O
  i	0.8%	20.0%	0.2%	?	5.2%	5.3%	8.9%
- O=C(O)c1ccc(-c2nc(-c3ccccc3)c(-c3ccccc3)[nH]2)cc1
  2.1%	?	?	-12.8%	4.7%	1.3%	-0.5%	-5.5%
- Cc1nc(N/N=C/c2ccccn2)sc1C
  -6.5%	-12.4%	12.6µM*	?	?	8.91µM*	.	-18.8%
- COc1ccc(CC2(CO)CCN(Cc3cnc(-c4ccccc4C)nc3)CC2)cc1
  i	-5.3%	-2.6%	-11.8%	.	1.3%	-41.7%[inhibitor]	-3.1%
- CCN(Cc1ccncc1)C(=O)c1cc(Br)cc(Br)c1O
  18.1%	10.3%	-0.1%	-3.5%	?	1.8%	-1.5%	3.3%
- O=S(=O)(c1ccc(Oc2ccc(S(=O)(=O)N(CCO)CCO)cc2)cc1)N(CCO)CCO
  -2.2%	-4.9%	5.6%	-3.4%	.	-2.7%	-17.4%	.
- COc1ccc(CC(=O)NC(C)(C)CC(C)=O)cc1OC
  -11.9%	-0.6%	10.1%	-3.6%	6.6%	-8.1%	-10.5%	7.6%
- Cc1ccc(S(=O)(=O)Cc2ccc(C(=O)NCCCN3CCN(C)CC3)o2)cc1
  -1.7%	?	-1.7%	-6.0%	0.0%	-3.6%	-16.0%	-12.9%
- CCN(CC)S(=O)(=O)c1ccc(OC(C)C)nc1
  -0.5%	9.8%	1.8%	4.1%	3.2%	0.0%	5.8%	-11.7%
- CN1CCSc2ccc(C(=O)Nc3cccc(F)c3)cc21
  -9.7%	.	?	?	.	.	.	3.9%
- CCCC(=O)Nc1ccc(N2CCN(C(=O)CCC)CC2)cc1
  2.9%	0.3%	-2.5%	?	?	-4.2%	-1.9%	2.7%
- CCCCc1ccc(NC(=S)NCCCN2CCOCC2)cc1
  i	-12.3%	0.3%	-4.7%	13.5%[46 µM]	-2.5%	-17.3%	-14.8%
- O=S(=O)(c1ccccc1)c1nc(-c2ccco2)oc1N1CCOCC1
  14.1%	7.3%	0.3%	-12.8%	8.2%	-3.4%	12.7%	.
- Cc1ccc(C(=O)c2nc3c(n2O)CCCC3)cc1
  -5.0%	5.8%	?	-7.4%	3.1%	-7.9%	-5.6%	.
- O=c1[nH]c(CN2CCN(c3ccccc3)CC2)nc2scc(-c3ccccc3)c12
  i	-0.8%	3.2%	-8.9%	?	-6.0%	?	-2.7%
- COc1cc(C(=O)NC(CCSC)C(=O)OCC(=O)C(C)(C)C)cc(OC)c1OC (stereo not given)
  -2.7%	?	?	0.5%	.	0.2%	16.2%	-9.2%
- Cc1nc(N2CCN(C(=O)c3ccc(Cl)cc3)CC2)c(C#N)c2c1COC(C)(C)C2
  -1.8%	?	?	-15.7%	?	-5.1%	-39.0%[inhibitor]	1.0%
- Cc1cc(C2=NNC(=Nc3ccc(S(=O)(=O)N4CCOCC4)cc3)SC2)c(C)n1C
  -0.5%	.	8.91µM*	?	.	.	.	-6.9%
- COC(=O)CSc1nc(NC(C)=O)nc(C)c1Br
  -6.2%	-0.2%	-1.4%	-11.2%	0.6%	-4.2%	5.6%	.
- CCOC(=O)C1=C(C)N(C)C(=O)NC1c1ccccc1OC (stereo not given)
  9.5%	7.9%	5.9%	-3.6%	12.4%	2.1%	-18.9%	1.2%
- C(=C\c1ccccc1)/CSc1nnc(-c2ccncc2)n1Cc1ccco1
  ?	?	-2.4%	-10.1%	-14.3%	-0.5%	-6.1%	-2.7%
- Cc1noc(C)c1S(=O)(=O)N1CCN(Cc2ccc3c(c2)OCO3)CC1
  i	1.0%	-1.4%	-13.1%	-6.8%	0.1%	-5.5%	1.4%
- O=C(Nc1ccc(F)c([N+](=O)[O-])c1)c1cccs1
  0.7%	0.1%	4.6%	-8.4%	?	-4.5%	-28.5%	-8.8%
- Cc1cccc2cc(CN(CC3CCCO3)C(c3nnnn3Cc3ccco3)C(C)C)c(=O)[nH]c12 (stereo not given)
  -4.6%	6.31µM*	0.6%	-3.0%	?	0.9%	-14.5%	-7.8%
- O=C1N(C2CCCC2)C[C@@H]2C[C@@H](c3cn[nH]c3-c3ccc(Cl)cc3)N3CCC[C@@]123
  i	9.1%	2.7%	-17.2%	4.4%[46 µM]	0.0%	.	0.2%
- Cc1cc(C)c(S(=O)(=O)NNC(=O)C2CCN(Cc3ccccc3)CC2)c(C)c1
  -0.1%	-1.0%	3.7%	5.8%	10.0%	-2.5%	14.4%	-0.9%
- CCOC(=O)c1cc(-c2ccc(N3CCOCC3)cc2)nn1-c1ccc(F)cc1F
  -9.3%	-11.3%	?	?	?	0.3%	-34.5%[inhibitor]	-4.4%
- CN(C)S(=O)(=O)c1ccc2c(c1)nc(CCC(=O)O)n2C
  -9.2%	-6.3%	-3.9%	-0.9%	-14.7%[46 µM]	2.8%	1.0%	-7.0%
- CCCCS(=O)c1snnc1C (stereo not given)
  i	?	15.3%	1.6%	1.7%[46 µM]	-0.1%	-4.6%	5.5%
- Cc1n[nH]c(C)c1N=Nc1cc(Cl)ccc1Cl
  -3.2%	8.9%	-5.0%	?	?	-1.7%	-25.7%	-8.2%
- CCCCOC(=O)/C(=C/c1cn(C)c2ccccc12)NC(=O)c1ccc(OC)cc1
  i	6.5%	6.4%	-0.1%	13.8%	0.4%	?	15.9%
- CCN(CC)CCC(C)OC(c1ccccc1)c1ccccc1 (stereo not given)
  -1.2%	1.8%	6.6%	1.8%	-19.8%[46 µM]	-0.6%	-6.5%	.
- Cc1c(CC(=O)O)c(=O)oc2cc(OCc3nn[nH]n3)ccc12
  -4.8%	?	?	-0.5%	9.8%	-8.8%	-6.5%	-2.3%
- C/C(=N\NC(=S)NC(C)C)c1ccco1
  15.1%	?	-0.8%	6.6%	.	0.4%	6.1%	29.4%
- O=c1oc2cc(O)ccc2c2ccccc12
  -6.3%	-1.3%	-2.4%	-10.0%	-6.9%	-2.5%	-11.7%	.
- [O-][n+]1ccc(C2CC2)cc1
  -20.0%	9.6%	-5.3%	0.5%	2.7%	6.1%	17.1%	.
- COc1ccc(N2C(=O)C(Cl)=C(Nc3c(C)n(C)n(-c4ccccc4)c3=O)C2=O)cc1
  -4.7%	?	-10.1%	?	0.7%	2.0%	27.5%	-2.6%
- O=C(CCl)Nc1nc(-c2ccco2)c(-c2ccco2)s1
  -13.7%	0.398µM*	?	?	?	-3.5%	3.7%	-8.4%
- CCCc1cc(=O)[nH]c(SCc2ccccc2Cl)n1
  i	9.3%	11.1%	?	1.8%	1.4%	-0.9%	.
- Cc1nn(C(C)C)c(C)c1CN1CCCC(CCC(=O)NCc2ccccc2F)C1 (stereo not given)
  3.4%	5.0%	5.5%	-6.3%	.	1.1%	.	-0.6%
- O=C(Nc1ccc(F)cc1F)c1csc(-c2ccccc2)n1
  i	8.9%	-3.9%	-16.5%	?	0.9%	17.1%	11.1%
- CCC(=O)NCCc1nc2cc(NC(=O)c3cccs3)ccc2n1C
  -4.4%	2.5%	4.5%	-13.6%	.	.	.	.
- Cc1ccc(C(=O)C2=C(O)C(=O)N(CCCn3ccnc3)C2c2ccc(OC(C)C)cc2)o1 (stereo not given)
  i	?	-4.6%	?	2.8%	-1.4%	-14.6%	-1.7%
- O=C(O)c1ccc(CSc2nc(-c3ccccc3)cc(C(F)(F)F)n2)cc1
  -3.8%	7.6%	6.3%	-5.8%	14.6%	4.0%	0.8%	-1.5%
- CO[C@H]1[C@@H](OC(N)=O)[C@H](O)[C@@H](Oc2ccc3c(O)c(NC(=O)c4ccc(O)c(CC=C(C)C)c4)c(=O)oc3c2C)OC1(C)C
  -8.6%[25.9 µM]	0.2%[20.9 µM]	-6.2%[25.5 µM]	.	?	-1.5%[17.1 µM]	-4.4%[20.6 µM]	.
- CC(=O)Nc1ccc(-c2csc(Nc3cccc(C)n3)n2)cc1
  -2.2%	-0.1%	-3.6%	?	.	-2.5%	.	-16.1%
